# Screening data (PubChem BioAssay)
# GALK inh: inhibitors of human galactokinase (GALK); 44,000 tested, under 10 active; P51570; recombinant GALK, Kinase-Glo ATP luminescence, 1 h; Potency, µM (series often up to 57.5 µM), inactives show top-dose activity, negative = inhibition, most hits filed as inhibitors;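 further: plate controls were full GALK reaction for no effect and reaction lacking GALK for full effect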
#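 Reactions with and without enzyme served as controls. GALK at 5 nM phosphorylates 100 uM galactose using 35 uM ATP (HEPES pH 8.0, Mg2+) for 1 h at RT, with luminescence read 10 min after adding Kinase-Glo Plus.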
# PTAP-TSG101 blk: blocks PTAP binding to human TSG101, validation; Q99816; Fluorescence polarization, FITC-PTAP peptide/Tsg101, 20 min; Potency, µM (top dose mostly 115 µM), for the others: top-dose activity change, negative = inhibition, usual class: inhibitors; 44,000 tested, under 10 active; further: potency means the concentration at half of the fitted maximal effect; 0% is about no effect
# Target sequence (Q99816 whole entry, looked up): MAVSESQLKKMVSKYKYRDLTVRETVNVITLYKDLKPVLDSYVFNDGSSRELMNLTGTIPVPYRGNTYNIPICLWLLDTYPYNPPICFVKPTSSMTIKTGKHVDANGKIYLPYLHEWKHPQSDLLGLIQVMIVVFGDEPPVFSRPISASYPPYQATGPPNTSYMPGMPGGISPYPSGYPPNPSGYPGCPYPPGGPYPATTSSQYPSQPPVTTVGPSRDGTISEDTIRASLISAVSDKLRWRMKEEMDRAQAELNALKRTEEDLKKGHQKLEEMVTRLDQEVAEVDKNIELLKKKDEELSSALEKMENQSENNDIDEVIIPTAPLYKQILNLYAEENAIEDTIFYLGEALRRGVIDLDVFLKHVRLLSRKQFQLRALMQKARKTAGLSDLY
#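 Steps: Tsg101 binding domain (10 uM final) in HEPES pH 7.5/NaCl/Tween 20/EDTA/TCEP; add compound; add FITC-PTAP peptide (50 nM final); incubate 20 min r.t.; read polarization.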
# p53null 39C kill: p53 null cell cytotoxicity, nonpermissive temperature; H1299 p53-null (neo) cells, 39C, ATPlite viability, 24 h; Potency, µM (highest dose often 46.1 µM), inactives show at the top dose activity, negative = cell killing, most hits filed as cytotoxic; actives 0.97% (n = 55,000); AID 904;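 further: potency means the concentration at half of the fitted maximal effect; 0% = DMSO only and -100% = full killing by 100 µM tamoxifen; nearly all actives have a fitted effect of over 50% in size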
#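 Cells seeded at 600/well, 37C overnight. Compound added (up to 46 uM), plates shifted to 39C for 24 hr. ATPlite added, luminescence read after 20 min at room temperature.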
# NTMT1 inhibitor: blocks human N-terminal methyltransferase 1 activity | Potency, µM (doses to about 114 µM), for inactives: at the top dose activity change, negative = inhibition, actives largely listed as inhibitors | actives 2.5% (n = 59,000) | Q9BV86 | NTMT1 MTase-Glo SAH luminescence, purified enzyme | AID 1645870;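 further: potency means the concentration at half of the fitted maximal effect; plate controls were DMSO vehicle for no effect and no enzyme for full effect; nearly all actives have a fitted effect of over 65% in size; many of its hits are not listed in these tables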
# Target sequence (Q9BV86 whole entry, looked up): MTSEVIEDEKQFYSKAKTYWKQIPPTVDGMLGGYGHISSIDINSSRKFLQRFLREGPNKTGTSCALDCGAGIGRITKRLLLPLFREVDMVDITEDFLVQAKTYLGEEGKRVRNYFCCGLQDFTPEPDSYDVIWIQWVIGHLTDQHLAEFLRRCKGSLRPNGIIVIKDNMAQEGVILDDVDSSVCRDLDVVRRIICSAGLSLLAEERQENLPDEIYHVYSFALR
# FH mod: Identification of activators of human fumarate hydratase by quantitative high-throughput screening; FH coupled MDH/diaphorase resazurin fluorescence, 15 min; Fumarate hydratase, mitochondrial (Homo sapiens), P07954; Potency, µM (top dose mostly 79.9 µM), for the others: at the highest dose activity change, negative = inhibition, usual class: inhibitors; actives 0.22% (n = 54,000); further: potency means the concentration at half of the fitted maximal effect; on the % scale 0 is the no-effect control and ±100 the full control effect; the screen sought activators but most active calls are inhibition curves; nearly all actives have a fitted effect of over 45% in size
# p53null 32C tox: p53 null cell cytotoxicity, permissive temperature; Potency, µM (series often up to 46.1 µM), for the others: top-dose activity change, negative = cytotoxicity, actives largely listed as cytotoxic; H1299-neo p53 null cells, ATP luminescence, 24 h, 32C; actives 0.62% (n = 55,000); AID 903;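 further: potency means the concentration at half of the fitted maximal effect; 0% = DMSO only and -100% = full killing by 100 µM tamoxifen; nearly all actives have a fitted effect of over 55% in size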
#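 Luminescent ATP readout gave cell viability of p53-null H1299-neo cells after a 24 h compound exposure at the permissive 32C. Titrations ran up to 46 uM, and AC50s were fitted with the standard Hill equation.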
# B2AR arrestin ag: ADRB2 beta-arrestin recruitment; P07550; HTLA Tango cells, beta-arrestin recruitment, luciferase luminescence, 18 h; Potency, µM (series often up to 46.1 µM), without a hit: top-dose activation, most hits filed as activators; 44,000 tested, under 10 active; AID 1347077;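 further: potency means the concentration at half of the fitted maximal effect; 0% = DMSO and full agonism = EC100 isoproterenol or metaproterenol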
# Target sequence (P07550 whole entry, looked up): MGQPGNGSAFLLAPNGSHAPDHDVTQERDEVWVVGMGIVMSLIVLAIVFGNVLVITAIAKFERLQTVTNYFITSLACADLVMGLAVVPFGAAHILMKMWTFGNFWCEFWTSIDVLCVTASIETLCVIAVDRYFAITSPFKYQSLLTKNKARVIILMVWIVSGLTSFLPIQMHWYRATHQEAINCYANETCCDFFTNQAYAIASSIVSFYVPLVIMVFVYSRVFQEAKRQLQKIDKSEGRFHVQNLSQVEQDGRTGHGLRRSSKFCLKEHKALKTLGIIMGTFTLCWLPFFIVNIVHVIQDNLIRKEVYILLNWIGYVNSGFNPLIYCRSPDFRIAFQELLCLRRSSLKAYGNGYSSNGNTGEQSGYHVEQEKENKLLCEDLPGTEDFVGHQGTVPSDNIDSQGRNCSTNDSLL
#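 Tango cells expressing recombinant beta2-AR and beta-arrestin were treated with compounds (up to 46 microM titration) in DMEM with 1% FBS for 18 hr at 37 degrees C. Beta-arrestin recruitment drove tTA-dependent luciferase, read by luminescence; curves were fitted and classed.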
# Active calls of the source: *; u = inconclusive; x = no result given; [ ] = remark or other dose. The call rests on the fitted dose curve; in most records, active means well fitted curve in the direction sought with a large enough effect; inconclusive means small, poorly fitted or top-dose-only effect, or another doubt; inactive means no such curve, though single readings can be large; an effect the other way counts as inactive or inconclusive.
SMILES,GALK inh,PTAP-TSG101 blk,p53null 39C kill,NTMT1 inhibitor,FH mod,p53null 32C tox,B2AR arrestin ag
COc1ccc(-n2c(=O)c3ccccc3n(CC(=O)NCCc3ccccc3)c2=O)c(OC)c1,5%,-7%,-5%,8%,-8%,2%,1%
Cc1cccc(NS(=O)(=O)c2nnc(NC(=O)C3CCCCC3)s2)c1,-10%,2%,-17%,6%,-41%,-18%,0%
Cc1cn2c(=O)cc(COc3cccc(NC(=O)c4ccccc4Cl)c3)nc2s1,1%,-5%,-5%,8%,0%,-6%,-2%
COc1ccc(Nc2ncc3c(n2)CCN(Cc2ccc(Br)s2)C3)c(OC)c1,1%,0%,3%,-7%,-2%,-3%,0%
CCOC(=O)c1cccc(NC(=O)Cn2c(=O)c3cccn3c3ccccc32)c1,4%,2%,34%[activator],-9%,-10%,33%[activator],1%
CCOc1ccc(CNC(=O)CCC(=O)N2Cc3ccccc3Oc3ncccc32)cc1,1%,-4%,-7%,3%,-4%,-7%,2%
COc1ccc(Br)cc1C(=O)Nc1cccc2ccc(C)nc12,-14%,-7%,12%,0%,1%,-12%,0%
Cc1ccc(NC(=O)c2oc3ccccc3c2NC(=O)c2ccc(F)c(F)c2)cc1,5%,-5%,1%,3%,u,u,0%
COc1ccc2nc(NS(=O)(=O)c3ccc(C)cc3)c(Nc3cc(Cl)ccc3OC)nc2c1,0%,-5%,-6%,4%,-16%,9%,0%
Cc1nc2nncn2c(Nc2ccc(F)cc2)c1C,0%,-4%,8%,0%,-4%,0%,-1%
CCN(CC)C(=O)Cn1cc(SCC(=O)Nc2ccc(C)cc2)c2ccccc21,-8%,0%,-7%,3%,u,-3%,0%
CCOC(=O)Cn1c(=O)n(CC2CCCO2)c2nc(-c3cc(OC)ccc3OC)nc(C(N)=O)c21 (stereo unspecified),0%,-1%,2%,2%,0%,1%,3%
CCOc1ccc(N(C(=O)Cn2nnc3ccccc32)C(C(=O)NCc2ccccc2)c2ccc(OC)cc2)cc1 (stereo unspecified),5%,-1%,2%,11%,u,-7%,-2%
Cc1cc(=O)oc2cc(OCC(=O)Nc3c(C(C)C)cccc3C(C)C)ccc12,0%,-2%,1%,5%,-6%,-5%,0%
COc1ccc2c(c1)c(N1CCCC1=O)c(C(=O)Nc1cc(C)c(Cl)cc1OC)n2C,1%,0%,1%,13%,-8%,10%,1%
CCOc1ccc(CCNC(=O)c2ccc3c(c2)c(C)c(C)n3Cc2ccccc2)cc1OCC,0%,8%,9%,-4%,-24%,11%,0%
COC(=O)c1ccc2c(c1)sc(=NC(=O)c1ccc(S(=O)(=O)N3CCCCC3)cc1)n2C,-1%,0%,9%,2%,-3%,11%,1%
Cc1cccc(NC(=O)c2c(NC(=O)C(F)(F)F)sc3c2CCCCC3)c1,-13%,-3%,u,10µM*,u,-8%,-1%
CCC(=O)N1CCc2cc(Br)cc(S(=O)(=O)CCC(=O)Nc3cccc(Cl)c3)c21,4%,0%,16%,9%,-2%,2%,1%
COc1ccc(-c2noc(N(c3ccc(F)c(Cl)c3)c3nc(-c4ccc(OC)c(OC)c4)no3)n2)cc1OC,-2%,0%,-13%,-18%,-2%,1%,-1%
Cc1ccc(Sc2ccc(N3CCCC(C(=O)Nc4ccc(Cl)cc4)C3)nn2)cc1 (stereo unspecified),0%,-10%,-18%,-5%,-19%,11%,0%
O=C(Nc1cccc(-c2nc3ccccc3o2)c1)c1ccc(-c2ccc(Br)cc2)o1,-14%,0%,-19%,x,x,1%,-2%
Cc1ccc(NC(=O)c2cc(C)nc3c2c(C)nn3-c2cccc(Cl)c2C)c(C)c1,1%,0%,-12%,9%,9%,-1%,1%
O=C(c1ccc(CS(=O)c2ccccc2Cl)o1)N1CCN(c2cccc(Cl)c2)CC1 (stereo unspecified),-1%,2%,u,0%,-28%,-22%,-1%
CCCn1c(SCc2nc(-c3cc(OC)ccc3OC)no2)nnc1-c1ccc(Cl)cc1,10%,-3%,9%,-3%,-15%,26%,0%
Cc1cccc(CNS(=O)(=O)c2ccc3[nH]c(=O)ccc3c2)c1,4%,2%,-7%,-1%,-17%,-10%,-2%
Cc1c(Cl)cccc1NC(=O)CCS(=O)(=O)c1ccc2c(c1)CC(=O)N2C,0%,-2%,-18%,-27%,-11%,2%,3%
CCOC(=O)c1ccc(NC(=O)CN2Cc3ccccc3C2=O)cc1,-3%,0%,0%,-16%,5%,1%,0%
CCc1ccc(CNC(=O)C2CCCN(S(=O)(=O)c3ccc4c(ccn4C)c3)C2)cc1 (stereo unspecified),0%,1%,3%,2%,-1%,-2%,3%
Fc1ccc(-c2ccc(CNCCSc3nnnn3-c3ccccc3)o2)cc1,5%,0%,-18%,-5%,-19%,7%,-4%
Cc1c(Cl)cccc1NC(=O)Cn1c(=O)nc(-c2ccccc2)c2ccccc21,2%,-1%,0%,0%,-3%,-4%,0%
CC(=O)Nc1ccc(NC(=O)c2cc(-c3ccc4c(c3)OCCO4)on2)cc1,1%,-2%,u,-1%,7%,u,-2%
CCOC(=O)c1cc2c(=O)n3ccccc3nc2n(CC2CCCO2)c1=NC(=O)c1ccccc1F (stereo unspecified),3%,0%,7%,-3%,9%,7%,-1%
Cc1nn(C)c2c1c(-c1ccccc1)cc(=O)n2CC(=O)NC(C)C,-1%,-1%,-6%,-13%,-16%,3%,0%
CC(C)(C)C1CCc2nc(NC(=O)Cc3ccc(Cl)cc3)sc2C1 (stereo unspecified),-12%,4%,-2%,1%,-33%,6%,-2%
O=C(Nc1cccc(C(F)(F)F)c1)c1cc2ccc3cccnc3c2[nH]1,2%,-1%,17%,-1%,0%,-1%,-1%
CCn1c(=O)cc(OCC(=O)N2CCN(c3ccc(C(C)=O)cc3)CC2)c2ccccc21,8%,0%,-17%,0%,-8%,-4%,1%
CC(C)(C)NC(=O)CCSc1nc(-c2ccc3c(c2)OCO3)cc(C(F)(F)F)n1,4%,-3%,-8%,1%,-18%,13%,0%
Cc1cccc(CNC(=O)c2cnc3sc(N4CCCCCC4)nn3c2=O)c1,0%,0%,26%,7%,2%,-14%,1%
COCCCn1c(SCC(=O)Nc2ccc(F)cc2)nc2c(sc3ccccc32)c1=O,2%,-1%,20%,8%,3%,-3%,-3%
Oc1c(C(c2ccccc2F)N2CCN(c3ccccc3F)CC2)sc2nc(-c3ccco3)nn12 (stereo unspecified),0%,0%,26%,-1%,-7%,-5%,-2%
CCc1ccccc1NC(=O)Cc1ccc(NC(=O)N2CCCCc3ccccc32)cc1,0%,5%,-3%,8%,-23%,5%,1%
CC(C)CCNC(=O)Cn1nc(N2CCN(c3ccccc3)CC2)ccc1=O,0%,-2%,-11%,7%,5%,-1%,0%
CCc1cccc(C)c1NC(=O)C1CCCN1S(=O)(=O)c1cccc2nsnc12 (stereo unspecified),9%,1%,-16%,-13%,-10%,-2%,1%
Cc1ccccc1NC(=O)NCCCN1CCN(c2ccccc2F)CC1,-8%,0%,-5%,x,x,5%,0%
O=C(Cn1nc(-c2ccccc2)c2cnc3ccc(F)cc3c21)NC1CCCC1,0%,-1%,7%,7%,-15%,9%,0%
CCOc1ccc(-c2cc(C(=O)NCc3ccccc3)c3c(-c4ccc(CC)cc4)[nH]nc3n2)cc1,0%,-1%,9%,-3%,6%,0%,0%
COc1ccc(-c2noc(CCC(=O)N(C)c3ccccc3C)n2)cc1,3%,0%,-8%,-17%,-9%,-3%,1%
COc1cc(NS(=O)(=O)c2cc(Br)cc3c2N(C(=O)C2CC2)CC3)cc(OC)c1,-2%,0%,u,7%,-17%,7.9µM*,-3%
COC(=O)c1ccc(NC(=O)CN(C)S(=O)(=O)c2ccc(Br)s2)cc1,1%,-2%,-17%,u,-11%,2%,-2%
CC(C)CC(NS(=O)(=O)c1ccc2c(c1)oc(=O)n2C)C(=O)NCc1ccccc1Cl (stereo unspecified),1%,3%,10%,7%,-6%,2%,1%
Cc1ccc(Cl)cc1Nc1nn2c(=O)c3ccc(C(=O)NC4CCCCC4)cc3nc2s1,0%,0%,4%,1%,4%,-8%,0%
COCC(C)NS(=O)(=O)c1ccc(N2CCCCS2(=O)=O)cc1 (stereo unspecified),0%,-16%,12%,0%,1%,1%,-1%
O=C(CSc1nc2c(c(=O)[nH]1)CCC2)Nc1cccc(O)c1,0%,-2%,0%,-5%,-2%,1%,0%
COc1ccc(OC(=O)c2nc(SCc3ccc(C)cc3)ncc2Cl)cc1,4%,2%,-11%,-21%,-12%,-5%,1%
CCS(=O)(=O)N1CCc2cc(C(=O)Nc3ccc(OC)c(Cl)c3)ccc21,-1%,-5%,8%,-22%,-30%,0%,-3%
O=C(Nc1cccc(F)c1)c1cnc2sc(N3CCCC3)nn2c1=O,4%,0%,-4%,4%,4%,-10%,0%
CCN(CC)CCNC(=O)C(=O)Nc1c2c(nn1-c1ccc(F)cc1)CSC2,2%,1%,1%,-1%,-14%,4%,-2%
CCCCC(=O)Nc1nnc(S(=O)(=O)N(CC)c2cc(C)cc(C)c2)s1,-12%,0%,3%,6%,-7%,11%,0%
COC(=O)c1cc2oc3ccccc3c2n1Cc1nc(-c2ccc(OC)cc2)oc1C,-3%,0%,15%,x,x,1%,0%

# New compounds follow.
SMILES,GALK inh,PTAP-TSG101 blk,p53null 39C kill,NTMT1 inhibitor,FH mod,p53null 32C tox,B2AR arrestin ag
COc1ccccc1NC(=O)c1nn(C)c2c1CS(=O)(=O)c1ccccc1-2,u,-3%,-1%,-7%,-1%,-4%,0%
CCOC(=O)c1c(Nc2ccc(F)cc2)nnc(-c2ccccc2)c1-c1ccccc1,2%,-4%,34%[activator],-11%,-10%,30%,1%
CCN(Cc1nc(-c2ccc(OC)c(OC)c2)no1)S(=O)(=O)c1ccc(OC)cc1,-2%,7%,u,u,-3%,-8%,-2%
Cc1ccc(-c2ccc(=O)n(Cc3cc(C)ccc3C)n2)cc1,0%,-6%,-11%,u,-4%,3%,-2%
CCn1cc(S(=O)(=O)c2cc(C)cc(C)c2)c(=O)c2cc(F)c(N3CCC(C)CC3)cc21,-6%,-5%,2%,u,-11%,-11%,1%
O=C(Nc1nc2nc(-c3ccccc3)cc(=O)n2[nH]1)c1ccc(F)cc1,-5%,0%,-13%,3%,-6%,-6%,-2%

# In the list so far, these have a CF3 group.
SMILES,GALK inh,PTAP-TSG101 blk,p53null 39C kill,NTMT1 inhibitor,FH mod,p53null 32C tox,B2AR arrestin ag
Cc1cccc(NC(=O)c2c(NC(=O)C(F)(F)F)sc3c2CCCCC3)c1,-13%,-3%,u,10µM*,u,-8%,-1%
O=C(Nc1cccc(C(F)(F)F)c1)c1cc2ccc3cccnc3c2[nH]1,2%,-1%,17%,-1%,0%,-1%,-1%
CC(C)(C)NC(=O)CCSc1nc(-c2ccc3c(c2)OCO3)cc(C(F)(F)F)n1,4%,-3%,-8%,1%,-18%,13%,0%

# Not all compounds are listed; the hit share may differ from the screen's.
